Source: PubChem BioAssay
RPL19A-GFP yeast: RPL19A-GFP expression modulators in yeast, primary screen, cell-based, S. cerevisiae, multiplex flow cytometry, MLPCN; percent response vs DMSO, % at 10 µM; S. cerevisiae RPL19A-GFP strain, 3 h; stronger effect = lower value; AID 2025, 2009; 330,000 compounds, 0.3% hits;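 active = percent response vs DMSO below 50%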;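 note: median channel GFP fluorescence of the barcoded RPL19A-GFP strain; ratio of sample median GFP to plate DMSO average so 100% = DMSO; lower means less RPL19A-GFP as with rapamycin TOR inhibition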
MEP2-GFP yeast: modulators of MEP2-GFP levels in yeast, primary screen, S. cerevisiae, multiplex flow cytometry, MLPCN library; S. cerevisiae MEP2-GFP strain, 3 h; 100% = DMSO control level; GFP response vs DMSO, % at 10 µM; 330,000 compounds, 0.51% hits; AID 2016, 2009;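 active = GFP response versus DMSO above a set limit, roughly screen mean plus 3 SD, cut at about 180% in these data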;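 note: median GFP fluorescence of the barcode-gated MEP2-GFP cells per well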
AGP1-GFP MLPCN: modulators of AGP1-GFP expression in yeast TOR pathway, primary screen, cell-based, multiplex flow cytometry, S. cerevisiae, MLPCN library; 3 h; GFP as percent of DMSO wells; GFP response vs DMSO, % at 10 µM; 320,000 compounds, 0.02% hits; AID 2066, 2009;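 active = GFP response relative to DMSO above a set limit, near screen average plus 3 SD, cut at about 150% in these data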;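 note: median GFP channel fluorescence of the gated AGP1 strain per well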
CIT2-GFP yeast: modulators of CIT2-GFP expression in yeast, primary screen, S. cerevisiae, GFP fusion, multiplex flow cytometry, MLPCN library; S. cerevisiae CIT2-GFP strain, 3 h; 100 means same as DMSO wells; GFP response vs DMSO, % at 10 µM; 320,000 compounds, 0.065% hits; AID 2029, 2009;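 active = GFP response relative to DMSO above a set limit, near the screen mean plus 3 SD, cut at about 150% in these data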;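 note: ratio of well median GFP fluorescence to mean of DMSO wells on the plate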
proCasp3 act: activators of human procaspase-3 D3A mutant, primary screen, biochemical, absorbance, PC-3 D3A mutant, single concentration; 330,000 compounds, 0.11% hits; activation, % at 8.5 µM; recombinant procaspase-3 D3A, Ac-DEVD-pNA absorbance 405 nm; AID 463141, 2010; Caspase-3 (Homo sapiens), P42574;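 active = activation above the mean of all tested compounds plus 3 SD, cut at about 21% in these data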;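 note: 0% = DMSO alone and 100% = DMSO wells spiked with extra 5 µM PC-3 D3A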
Target sequence (P42574 whole entry D9A/D28A/D175A): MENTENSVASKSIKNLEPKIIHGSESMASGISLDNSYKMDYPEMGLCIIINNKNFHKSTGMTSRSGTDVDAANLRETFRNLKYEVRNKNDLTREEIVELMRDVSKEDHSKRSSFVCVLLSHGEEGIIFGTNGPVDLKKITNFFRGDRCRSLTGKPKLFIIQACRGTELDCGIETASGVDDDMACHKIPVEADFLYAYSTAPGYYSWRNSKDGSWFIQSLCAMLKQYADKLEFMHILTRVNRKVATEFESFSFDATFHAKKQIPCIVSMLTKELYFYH
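Assay system – Procaspase-3 D3A mutant · Benchmarks – DMSO low control, extra-enzyme high control · Technique – 405 nm absorbance of p-nitroaniline, reads at 0 and 120 min · Doses – 8.5 µM nominal · Measure – % activation between DMSO and enzyme-spiked controls · Also added – Ac-DEVD-pNA chromogenic peptide substrate · Schedule – 1 h compound preincubation, 2 h substrate hydrolysis at 25 °C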
AHR activator: AHR activators, primary screen, cell-based, luminescence, luciferase reporter, human | AHR-responsive luciferase reporter cells | activation, % at 5 µM | 320,000 compounds, 2.5% hits; in the data active = activation above about 47%;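 note: 0% = vehicle wells and 100% = reference agonist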
LAP4 TOR yeast: modulators of LAP4-GFP expression in yeast, primary screen, S. cerevisiae, multiplex flow cytometry, MLPCN library; 3 h; median GFP as percent of DMSO wells; AID 2023, 2009; 320,000 compounds, 0.34% hits; GFP response vs DMSO, % at 10 µM;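 active = GFP response vs DMSO above a set limit, about the screen mean plus 3 SD, cut at about 150% in these data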
proCasp7 act: procaspase-7 activators, primary screen, counter-screen for procaspase-3 activator project, biochemical, absorbance, HTS, human. recombinant procaspase-7, Ac-DEVD-pNA absorbance 405 nm; D23A/D198A/D206A triple mutant, cannot self-cleave; scale: DMSO 0, 5 µM enzyme 100. Caspase-7 (Homo sapiens), P55210. activation, % at 8.5 µM. 330,000 compounds, 0.093% hits;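 active = percent activation above the screen-wide mean plus 3 SD, cut at about 25% in these data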
Target sequence (P55210 whole entry D23A/D198A/D206A): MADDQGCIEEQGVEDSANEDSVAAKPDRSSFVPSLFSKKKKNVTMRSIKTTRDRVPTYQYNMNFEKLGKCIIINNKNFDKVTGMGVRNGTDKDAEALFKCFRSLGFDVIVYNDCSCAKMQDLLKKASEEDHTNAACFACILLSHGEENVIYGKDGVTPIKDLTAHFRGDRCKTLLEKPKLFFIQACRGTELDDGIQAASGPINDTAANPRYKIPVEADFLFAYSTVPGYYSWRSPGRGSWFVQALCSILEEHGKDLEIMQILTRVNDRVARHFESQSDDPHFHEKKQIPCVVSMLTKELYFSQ
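Assay system: Uncleavable procaspase-7 mutant enzyme; Input: 2 µM procaspase-7 mutant as dispensed; Also added: DEVD-pNA substrate; Medium: Zinc-free HEPES pH 7.4 with 300 mM NaCl, 0.01% Triton X-100; Timing: 1 h compound preincubation, 2 h substrate cleavage, 25 °C; Measured by: Epi-absorbance of released pNA at 405 nm, two timepoints.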
The depositor's hits bear a star; . = no result given.

SMILES	RPL19A-GFP yeast	MEP2-GFP yeast	AGP1-GFP MLPCN	CIT2-GFP yeast	proCasp3 act	AHR activator	LAP4 TOR yeast	proCasp7 act
CNC(CC(C)C)C(=O)NC1C(=O)NC(CC(N)=O)C(=O)NC2C(=O)NC3C(=O)NC(C(=O)NC(C(=O)O)c4cc(O)cc(O)c4-c4cc3ccc4O)C(O)c3ccc(c(Cl)c3)Oc3cc2cc(c3OC2OC(CO)C(O)C(O)C2OC2CC(C)(N)C(O)C(C)O2)Oc2ccc(cc2Cl)C1O (stereo not drawn)	87	82	84	81	3	-4	96	2
CCOC(=O)c1[nH]ncc1[C@@H]1C[C@H]2CN(Cc3cccc(Cl)c3)C(=O)[C@]23CCCN13	97	98	104	104	11	0	105	2
OCC1(Cc2ccccc2)CCN(Cc2cnc(-c3ccc(Cl)cc3)nc2)CC1	93	98	96	104	5	0	98	-1
O=C(N/N=C/c1ccccc1F)c1ccc(COc2ccccc2Cl)o1	101	104	103	114	-16	22	98	-34
COc1ccc(-c2noc(-c3ccccc3C(=O)NCC3CCCO3)n2)cc1 (stereo not drawn)	94	94	101	96	2	9	106	5
CCOC(=O)C1=C(C)NC(=O)NC1c1ccccc1 (stereo not drawn)	103	97	91	106	-4	1	121	0
Cc1cccc(NC(=O)c2ccc(N3CCCCC3)c([N+](=O)[O-])c2)n1	98	98	94	90	-1	5	100	1
COc1ccccc1C(=O)NCCC(=O)NCC(c1ccccc1OC)N1CCCC1 (stereo not drawn)	92	104	93	95	-4	1	96	1
COc1cccc(NC(=O)N2CCN(c3cccc(C)c3)C(C)C2)c1 (stereo not drawn)	106	114	106	106	-1	1	118	10
CC(=O)N1CCN(C(=O)c2cc(C)nc3ccccc23)CC1	99	101	97	97	2	-1	95	6
CC(=O)N1CN(CCCn2ccnc2)Cc2c1sc1c2CCCC1	94	92	94	105	5	26	96	15
COc1ccc(C(=O)C2CCN(CC(=O)Nc3cc(C)cc(C)c3)CC2)cc1	109	102	102	105	2	1	99	1
CCCOc1ccc(OCCSc2ncccn2)cc1	101	96	91	.	6	18	103	-13
O=C(CCCn1c(=O)oc2ccccc21)N1CCN(c2ccc(F)cc2)CC1	101	106	93	101	-4	3	96	2
CC(C)C[C@H]1CN=C(Nc2ccccc2)N1CCC(C)c1ccccc1 (stereo partly drawn)	99	101	98	99	5	1	91	6
CCC1=Nc2cc(C(=O)NCc3ccco3)ccc2Sc2ccc(Cl)cc21	103	111	108	106	4	4	100	11
Cc1nc2ccc3[nH]snc3c2n1	102	101	104	104	-10	22	95	7
CC(NC(=O)C12CC3(C)CC(C)(CC(C)(C3)C1)C2)C(=O)O (stereo not drawn)	109	100	109	103	-2	0	112	-10
Cc1cccc(-n2nnc(C(=O)NCc3ccc4c(c3)OCO4)c2N)c1	99	105	98	98	-3	38	111	-1
CCc1ccc(Nc2n[n+](-c3ccccc3)c(-c3ccc(SC)cc3)s2)cc1	95	92	76	63	-3	24	131	-8
CN1N=C(C(=O)N2CCCC(N3CCN(c4ccc(F)cc4)CC3)C2)CCC1=O (stereo not drawn)	103	106	106	99	2	4	99	-1
CCOc1ccc(NC(=O)CN2C(=O)COc3ccc(Cl)cc32)cc1	99	101	100	96	-3	9	100	0
CCCCn1c(SCC(=O)Nc2cc(C(F)(F)F)ccc2Cl)nnc1C(CC)N(C)C (stereo not drawn)	105	103	103	92	6	-1	101	0
Cn1c(/C=C/c2ccc(Br)cc2)nc2ccccc2c1=O	100	107	98	91	-1	4	101	16
Cc1cccc(N(NC(=O)C(C)(C)O)C(=O)c2ccccc2)c1	.	119	59	112	6	2	92	5
CC(C)(C)c1ccc(C(=O)NC(=S)Nc2nc3c(s2)CCCC3)cc1	101	101	98	97	-3	19	94	3
CC(CCc1ccccc1)NC(=O)COC(=O)C12CC3CC(CC(Br)(C3)C1)C2 (stereo not drawn)	106	99	105	94	-1	0	106	0
O=C(NNC(=S)NCc1ccco1)c1ccccc1Br	101	97	89	.	-1	-3	73	-1
CCOC(=O)c1cc(-c2ccccc2C)n(Cc2cc(C)no2)n1	94	94	87	91	4	-2	85	5
Cc1[nH]c2ccccc2c1/C=C/C(=O)c1ccncc1	100	101	114	100	-3	56*	110	0
CC(=O)Nc1ccc(NC(=O)c2cc(S(=O)(=O)N3CCCCC3)ccc2C)cc1	95	105	97	103	8	-1	107	11
COc1ccc(NC(=O)CCNC(=O)c2ccco2)cc1S(=O)(=O)N(C)C	101	100	104	105	-2	-2	115	-6
O=C(NCc1ccc(-c2csnn2)cc1)C1CC1	100	96	98	91	-14	-3	106	8
CN1/C(=C/C=C(C#N)C#N)C(C)(C)c2ccccc21	103	102	106	100	0	-2	97	-3
COc1ccc(NC(=O)c2cc(=O)[nH]c3ccccc23)cc1	97	98	94	92	-6	100*	87	16
CC(C)(C)OC(=O)N1CCC(C(=O)N2CCCCCC2)CC1	97	105	100	99	0	0	98	12
Cc1ccc(NC(=O)c2oc3ccccc3c2NC(=O)C2CCCO2)cc1C (stereo not drawn)	87	88	89	78	1	74*	110	1
Cc1cc(C)n(-c2nc3c(c(=O)[nH]c(=O)n3C)n2CC(O)COc2ccccc2C)n1 (stereo not drawn)	98	105	101	94	10	8	100	-1
Cc1cccc(NC(=S)Nc2ccc(Cl)c(Cl)c2)c1	91	93	88	84	-8	3	109	-1
COc1ccccc1CNC(=O)c1[nH]c(C)c(C(C)=O)c1C	102	108	98	101	2	44	95	-2
CCOC(=O)c1cnc(SCc2nc(N)nc(Nc3ccc(OC)cc3)n2)nc1N	103	112	113	110	1	8	90	6
COc1ccc2cc(OC)c(C(=O)N3CCOCC3)cc2c1	106	107	106	107	9	2	93	-1
CN(C(=O)COC(=O)c1cncc(Br)c1)C1CCS(=O)(=O)C1 (stereo not drawn)	101	105	103	101	-1	0	103	8
COc1ccc(-c2cc(C(=O)N3CCc4ccccc4C3)no2)cc1OC	95	105	91	85	2	1	116	-2
CC(=O)c1cccc(NC(=O)c2c(C)nn(-c3ccccc3)c2Cl)c1	96	107	93	98	4	15	100	-2
Cc1ccc(S(=O)(=O)N(C)C)cc1NC(=O)COC(=O)COc1ccc2c(c1)CCC2	101	101	109	105	-11	-2	100	9
CNC(=O)c1nc(C)n(-c2ccc([N+](=O)[O-])cc2)n1	102	102	103	98	-3	23	101	7
CCc1ccc(C(=O)Nc2cc(S(=O)(=O)N3CCOCC3)ccc2N2CCOCC2)cc1	95	98	102	92	-8	-2	95	9
CC(=O)c1cc(C(c2csc(C(C)=O)c2)c2csc(C(C)=O)c2)cs1	100	98	102	100	6	1	102	-2
COc1cccc(CN2CCNC(=O)C2CC(=O)N(C)CCc2ccccn2)c1OC (stereo not drawn)	105	107	104	102	1	2	92	-12
O=C(CN(Cc1ccc(F)cc1)C(=O)Cn1nnc2ccccc21)NCC1CCCO1 (stereo not drawn)	97	102	100	99	12	1	98	-2
C#CCOCCOCCOCCNc1nc(N2CCN(C(=O)CCCCCCCCCCNC(=O)Cn3cc(C[C@@H](C)O)nn3)CC2)nc(N2CCN(C(=O)CCCCCCCCCCNC(=O)[C@@H](CCC(=O)O)n3cc(CCCCCN)nn3)CC2)n1	95	86	83	88	-1	-3	128	3
Cc1ccc(S(=O)(=O)NCCC(=O)OCC(=O)N2CCCC2=O)cc1C	88	93	93	89	2	1	93	6
CCn1ncc(/C=C/C(=O)C2CC2)c1C	103	100	102	100	6	7	93	6
COc1cccc(/C=C2\SC(=S)N(C(Cc3ccccc3)C(=O)O)C2=O)c1 (stereo not drawn)	95	101	99	94	-3	1	97	-12
O=C(c1cc(-c2ccc(Cl)cc2)on1)N1CCCC1	92	100	90	88	2	-6	102	18
Cc1ccc(C(=O)OCC(=O)NN2C(=O)NC3(CCC(C)CC3)C2=O)cc1 (stereo not drawn)	99	96	107	104	8	1	105	3

Entries from the list above containing two or more sulfur atoms:
SMILES	RPL19A-GFP yeast	MEP2-GFP yeast	AGP1-GFP MLPCN	CIT2-GFP yeast	proCasp3 act	AHR activator	LAP4 TOR yeast	proCasp7 act
CCc1ccc(Nc2n[n+](-c3ccccc3)c(-c3ccc(SC)cc3)s2)cc1	95	92	76	63	-3	24	131	-8
CC(C)(C)c1ccc(C(=O)NC(=S)Nc2nc3c(s2)CCCC3)cc1	101	101	98	97	-3	19	94	3
CC(=O)c1cc(C(c2csc(C(C)=O)c2)c2csc(C(C)=O)c2)cs1	100	98	102	100	6	1	102	-2
COc1cccc(/C=C2\SC(=S)N(C(Cc3ccccc3)C(=O)O)C2=O)c1 (stereo not drawn)	95	101	99	94	-3	1	97	-12

Of the compounds above, these contain a nitro group on carbon:
SMILES	RPL19A-GFP yeast	MEP2-GFP yeast	AGP1-GFP MLPCN	CIT2-GFP yeast	proCasp3 act	AHR activator	LAP4 TOR yeast	proCasp7 act
Cc1cccc(NC(=O)c2ccc(N3CCCCC3)c([N+](=O)[O-])c2)n1	98	98	94	90	-1	5	100	1
CNC(=O)c1nc(C)n(-c2ccc([N+](=O)[O-])cc2)n1	102	102	103	98	-3	23	101	7

The order is random; overall some 3.5% were active at least once.
